# CSM14.1 death rescue – protection against thapsigargin-triggered cell killing – 384-well, CSM14.1, ATP luminescence, primary screen (AID 1222); 190,000 tested, under 10 active; CSM14.1 thapsigargin-induced death rescue, ATP luminescence; higher % means a stronger effect; cellular ATP content (survival), % at 20 µM, or EC50 in µM where a hit was titrated;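 active means EC50 below 50 µM in the dose-response confirmation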;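 further: death triggered by thapsigargin at about 15 µM added after 2 h compound pretreatment; cell ATP read after overnight thapsigargin exposure of roughly 18 to 22 hours; normalized against plate controls of thapsigargin alone and 5% DMSO vehicle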
# AID2073 – disruptors of CaV2.2 binding to Mint1 – biochemical, HTRF (AID 2073); HTRF protein-protein interaction, Mint1-CaV2.2; higher % means a stronger effect; one-dose inhibition, % at 20 µM; IC50 in µM for titrated hits; actives 0.19% (n = 290,000); in the data active means inhibition mostly above about 51%, no sharp cut-off; inconclusive means no clear call, values can overlap the other calls; inactive means mostly below about 53%; further: some results filed as inactive read as strong as hits
# M1AAP inhibition – malaria alanyl aminopeptidase activity blockers – biochemical, fluorogenic H-Leu-NHMec substrate, 1536-well (AID 1445); recombinant M1AAP, H-Leu-NHMec fluorogenic kinetic assay; higher % means a stronger effect; actives 0.42% (n = 220,000); inhibition, % at 30 µM; hits with a dose series show IC50 in µM;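 active means primary inhibition above the hit cutoff, then over 50% inhibition at one or more dose response concentrations, cut at about 23% in these data, passing the limit was not always enough; inconclusive means conflicting primary data, or primary hits not chosen for dose response; inactive means low primary inhibition, or under 50% at every dose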;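 further: plate controls were DMSO full reaction for no effect and no enzyme background for full effect; strong numbers were not always called active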
# NOD2 inhibition – NOD2 signaling inhibitors, cell-based, luminescence, uHTS, HEK293 (AID 1566); HEK293 NOD2/NF-kB luciferase reporter, luminescence; higher % means a stronger effect; actives 0.63% (n = 290,000); one-dose inhibition, % at 4 µM; EC50 in µM for titrated hits; further: many of its hits are not listed in these tables
# SIAH1 antagonists – Siah-1 peptide-binding antagonists, primary screen, biochemical, fluorescence polarization, rhodamine-plectin, uHTS (AID 1817). Siah-1 / rhodamine-plectin peptide fluorescence polarization; higher % means a stronger effect. displacement, % at 20 µM, or IC50 in µM where a hit was titrated. actives 0.02% (n = 290,000);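 active means displacement of at least 50% at 20 µM, with a fluorescence ratio check between 0.3 and a set limit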;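 further: plate controls were Siah plus tracer with DMSO for no effect and tracer alone without Siah for full effect; strong numbers were not always called active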
# Lipid droplet – hepatic lipid droplet formation modulation; AML12 mouse hepatocytes, oleate lipid droplets, BODIPY imaging; inhibition, % at 6.5 µM; actives 0.4% (n = 240,000);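 active means lipid droplet intensity inhibited by at least 50%, with more than 500 cells counted; inconclusive means wells with under 300 cells, treated as cytotoxic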
#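 material = mouse AML12 hepatocyte cell line, fixed after treatment | also added = 100 µM oleic acid challenge | doses = compound at 6.5 µM only | schedule = overnight exposure | technique = Image-based BODIPY and DAPI two-channel analysis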
# LYP phosphatase – PTPN22 lymphoid phosphatase activity blockers – biochemical, fluorescence intensity, uHTS (AID 1779); actives 0.054% (n = 290,000); inhibition, % at 11.5 µM, or IC50 in µM where a hit was titrated; recombinant LYP phosphatase, fluorescence intensity; higher % means a stronger effect;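 further: plate controls were vehicle with enzyme for no effect and no enzyme for full effect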
# XIAP antagonists – XIAP antagonists, biochemical, IAP family, fluorescence polarization (AID 1018). XIAP BIR domain, fluorescence polarization peptide displacement; higher % means a stronger effect. displacement, % at 20 µM; hits with a dose series show IC50 in µM. actives 0.007% (n = 200,000); in the data active means displacement above about 50%; further: a part of the inactive calls stands beside numbers as strong as those of hits
# P. falciparum M17LAP – P. falciparum M17LAP inhibitors, primary screen, biochemical, fluorogenic H-Leu-NHMec substrate, 1536-well (AID 1619); actives 0.38% (n = 220,000); recombinant M17LAP, H-Leu-NHMec fluorogenic kinetic assay; higher % means a stronger effect; one-dose inhibition, % at 30 µM; IC50 in µM for titrated hits;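 active means compound inhibiting the enzyme by more than half at any dose during confirmatory dose-response retesting; inconclusive means strong single-dose inhibitors picked by rank but not retested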;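 further: plate controls were full reaction with DMSO carrier for no effect and no enzyme background for full effect; strong numbers were not always called active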
# Lipid droplet cells 6.5 µM – recorded beside Lipid droplet, whose call it bears; cell count; measured here: cell count, cytotoxicity flag;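 cells counted across two imaged fields per well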
# An asterisk follows results filed as active; u = inconclusive; x = no result given. Unless noted, no stated cut-off is given here; in the data, active means inhibition above about 50%; inactive means the rest. This is a subset, so the mix of outcomes need not match the whole.
SMILES,CSM14.1 death rescue,AID2073,M1AAP inhibition,NOD2 inhibition,SIAH1 antagonists,Lipid droplet,Lipid droplet cells 6.5 µM,LYP phosphatase,XIAP antagonists,P. falciparum M17LAP
NC(=O)C1(N2CCCCC2)CCN(S(=O)(=O)c2ccccc2)CC1,x,7%,x,2%,2%,-29,632,-7%,x,x
Cc1ccc(-c2nnc(N3CCN(C(=O)c4cccs4)CC3)c3ccccc23)cc1,x,-10%,0%,29%,1%,-6,700,-2%,x,2%
O=C(CSc1cccc[n+]1[O-])c1ccc(Cl)cc1,-0.2%,5%,-2%,-4%,2%,-4,679,-4%,-4.8%,1%
O=C(CN1CCCC1)NC1C2CC3CC(C2)CC1C3 (stereo not drawn),0.5%,18%,6%,10%,-1%,x,x,-5%,-22%,9%
CCOC(=O)C1=C(C)N(C)C(C)=C(C(=O)OCC)C1c1ccccc1,-2.0%,10%,5%,-8%,11%,-2,707,2%,1.1%,-6%
CN(C)c1ccc(C=Nc2ccccc2C(N)=O)cc1,-3.9%,6%,13%,-128%,-2%,x,x,1%,-1.8%,5%
COc1ccccc1N1C(=O)CCC1(C#N)c1ccc(Br)cc1 (stereo not drawn),-0.7%,-4%,5%,-1%,0%,-11,826,-3%,-2.9%,1%
COCCCn1c(=O)c2sccc2n2c(CCCC(=O)NCc3ccc(OC)cc3)nnc12,x,17%,x,7%,4%,1,657,0%,x,x
NC(=O)C1CCCN(Cc2c(C(=O)N3CCc4ccccc4C3)nc3ccc(Cl)cn23)C1 (stereo not drawn),x,7%,x,9%,0%,0,858,-8%,x,x
CC(C)CCn1c(=O)c2ccccc2n2c(CCC(=O)NCC3CCCO3)nnc12 (stereo not drawn),x,21%,x,10%,14%,-6,662,-10%,x,x
Cc1cc(=O)oc2cc(OCC(=O)Nc3nnc(C4CC4)s3)ccc12,x,-7%,1%,19%,2%,9,604,-5%,x,7%
N#Cc1ccsc1NC(=O)c1cccc([N+](=O)[O-])c1,-0.3%,43%,4%,x,-5%,-7,722,-8%,-14%,7%
COc1ccc(-c2csc(NC(=O)CSc3ncn[nH]3)n2)cc1OC,0.1%,2%,0%,6%,5%,3,685,-4%,-7.2%,-5%
CCOC(=O)N1CCN(C(=O)/C(=C/c2ccc(OC)c(OC)c2)NC(=O)c2ccccc2)CC1,-1.6%,23%,x,9%,0%,-3,695,-2%,-5.9%,x
Cc1ccc(C)c(N2CC(C(=O)Nc3cc(C)on3)CC2=O)c1 (stereo not drawn),x,-13%,x,-25%,4%,-13,829,0%,x,x
O=C(Nc1ccc(N2CCOCC2)c(Cl)c1)c1cccnc1,x,50%,0%,-12%,2%,-4,692,-6%,-2.7%,8%
O=C(CCc1ccccc1)c1nnc(-c2ccccc2)o1,-0.3%,-9%,4%,-16%,-2%,-1,689,-5%,-2.3%,-2%
O=C(CSc1nnc(-c2ccco2)n1-c1ccccc1)NCC1CCCO1 (stereo not drawn),x,10%,x,7%,3%,-1,839,-7%,x,x
COc1ccc(-c2cc3ccccc3oc2=O)cc1NC(=O)c1cccnc1,-1.6%,11%,2%,-8%,5%,x,x,-2%,-24%,-4%
CN(C)c1c([N+](=O)[O-])cc2[nH]c(=O)[nH]c2c1[N+](=O)[O-],-2.7%,-8%,13%,-8%,2%,3,767,-6%,-9.7%,-7%
CC(NC(=O)CCSCCC(=O)NC(C)c1ccccc1)c1ccccc1 (stereo not drawn),-0.1%,-1%,2%,13%,31%,-4,700,-9%,-3.2%,-3%
Cc1nn(Cc2ccc(Cl)cc2)c(Cl)c1/C=N/NC(=O)c1cccnc1,-0.6%,3%,7%,-6%,5%,-25,596,-3%,-2.3%,3%
O=C(CC(c1ccccc1)c1ccccc1)Nc1ncn[nH]1,0.2%,8%,6%,5%,1%,3,782,-6%,-1.6%,0%
Cc1cc(C)c(-c2cc(NC(=O)CSc3n[nH]c(N)n3)n(-c3ccccc3)n2)cc1C,4.2%,9%,-6%,-13%,-1%,1,771,0%,-23%,2%
COc1ccc(C(=O)N2CCCC(CCC(=O)NCc3ccccc3F)C2)c(OC)n1 (stereo not drawn),x,-5%,x,8%,0%,-2,778,-14%,x,x
# More records.
SMILES,CSM14.1 death rescue,AID2073,M1AAP inhibition,NOD2 inhibition,SIAH1 antagonists,Lipid droplet,Lipid droplet cells 6.5 µM,LYP phosphatase,XIAP antagonists,P. falciparum M17LAP
CS(=O)(=O)N1CCN(C(=O)Cc2ccc([N+](=O)[O-])cc2)CC1,x,19%,x,8%,0%,0,808,-4%,x,x
COc1ccc(S(=O)(=O)N2CCOCC2)cc1NC(=O)CSc1nnc2c(n1)[nH]c1ccccc12,x,16%,8%,12%,1%,-4,667,1%,x,-6%
CCOC(=O)N1CCC(NC(=O)CSCc2nc(-c3cccc(OC)c3)oc2C)CC1,-4.1%,-1%,7%,11%,-6%,-12,687,-1%,-2.7%,-6%
CN(C)CCCNc1nc(-c2ccccc2)nc2ccccc12,x,2%,-2%,11%,-10%,-9,691,-1%,x,5%
CC(C)(C)C(=O)CSc1ncnc2c1cnn2Cc1ccccc1,x,3%,x,5%,0%,3,716,-5%,x,x
Cc1cccc(NC(=O)CC23CC4CC(C2)CC(n2nnc(C)n2)(C4)C3)c1,-3.6%,2%,10%,-8%,-1%,-3,480,-9%,-12%,5%
CC(C)(C)NC(=O)NC(=O)CN1CCCc2ccccc21,-6.1%,-13%,3%,12%,41%,-2,686,-4%,2.3%,0%
Cc1ccc(-n2cnnn2)cc1Cl,0.5%,21%,1%,3%,0%,7,762,0%,-4.8%,-3%
CC(C)c1ccc(NC(=O)C(c2ccccc2)N2CCOCC2)cc1 (stereo not drawn),6.7%,-8%,3%,-12%,0%,x,x,-10%,-2.2%,6%
CN(C)N1C(N)=C(C#N)C(c2ccc(Br)cc2)C2=C1CCCC2=O (stereo not drawn),x,0%,x,34%,8%,-16,809,-6%,x,x
Cc1cccc(C)c1NC(=O)COc1ccc2c(C)c(Cc3ccccc3)c(=O)oc2c1C,2.5%,1%,-2%,-10%,3%,4,525,-8%,-6.0%,7%
O=C(CCC(=O)Nc1ccc(F)cc1)N/N=C/c1ccc(Br)cc1,x,11%,x,10%,1%,4,855,-5%,x,x
N#C/C(=C\c1ccc(F)cc1)C(=O)Nc1ccccn1,x,2%,x,11%,2%,34,849,-2%,x,x
Cc1cnc(C(=O)OCC(=O)NC(=O)NC(C)C)cn1,-0.8%,3%,-4%,12%,-1%,x,x,-5%,-3.9%,-5%
COc1ccc(-n2nc(C(=O)NCC(=O)NC3CCCCCC3)c3ccccc3c2=O)cc1OC,x,9%,x,13%,1%,3,781,0%,x,x
Cc1nn(C)c(C(=O)N2CCN(C(=O)c3ccco3)CC2)c1Br,-2.4%,-2%,-1%,15%,4%,10,468,-3%,-0.5%,12%
N#CNC(=Nc1cccc(Cl)c1)Oc1ccccc1,x,-1%,11%,-32%,4%,-8,709,4%,x,8%
Cc1ccc(NC(=O)CCC(=O)NNC(=O)CCc2ccccc2)c(C)c1,-0.9%,-1%,-1%,0%,-1%,14,654,-5%,-7.0%,6%
Nc1nc(-c2ccco2)nn1C(=O)c1ccccc1,-1.7%,-4%,2%,9%,12%,x,x,-6%,-0.3%,-8%
O=C(CN1CCCC1)Nc1nc(-c2ccc3c(c2)CCN3C(=O)c2ccccc2F)cs1,x,9%,x,20%,-1%,0,797,2%,x,x
CCn1c(O)c(/C=C2\C=Nc3ccccc32)sc1=Nc1ccc(C)cc1,-1.5%,2%,11%,21%,0%,x,x,-1%,-4.1%,15%
CN(C)C(CNc1ncnc2sc3c(c12)CCCCC3)c1ccco1 (stereo not drawn),-0.6%,12%,6%,9%,9%,-53,722,-3%,-4.0%,32%
Cc1cc2c(ccc3[nH]onc32)n1,-1.8%,42%,8%,1%,34%,x,x,-4%,-4.4%,3%
COc1ccc(/C=N/NC(=O)c2[nH]c3ccc(C)cc3c2-c2ccccc2)c(C(=O)O)c1OC,x,27%,x,1%,-8%,1,822,-4%,x,x
CCC/C=N/NC(=O)c1cccc(Br)c1,x,15%,2%,1%,1%,-7,723,-6%,-2.1%,-1%

# Looked up by compound from the list above:
SMILES,CSM14.1 death rescue,AID2073,M1AAP inhibition,NOD2 inhibition,SIAH1 antagonists,Lipid droplet,Lipid droplet cells 6.5 µM,LYP phosphatase,XIAP antagonists,P. falciparum M17LAP
COc1ccc(S(=O)(=O)N2CCOCC2)cc1NC(=O)CSc1nnc2c(n1)[nH]c1ccccc12,x,16%,8%,12%,1%,-4,667,1%,x,-6%
CCn1c(O)c(/C=C2\C=Nc3ccccc32)sc1=Nc1ccc(C)cc1,-1.5%,2%,11%,21%,0%,x,x,-1%,-4.1%,15%

# New compounds follow
SMILES,CSM14.1 death rescue,AID2073,M1AAP inhibition,NOD2 inhibition,SIAH1 antagonists,Lipid droplet,Lipid droplet cells 6.5 µM,LYP phosphatase,XIAP antagonists,P. falciparum M17LAP
COc1cccc(C=Nc2cc(C)cc(C)c2)c1O,0.1%,-5%,-2%,5%,-1%,13,616,-3%,-3.3%,-15%
Cc1ccc(NC2=C(CC(=O)O)C(c3ccccc3)N(c3ccc(C)cc3)C2=O)cc1 (stereo not drawn),5.8%,5%,10%,-8%,11%,0,559,0%,1.3%,27%
C/C(=N/NC(N)=S)c1ccc(Br)s1,-0.9%,-3%,2%,-8%,1%,11,695,6%,-9.9%,30%
COc1cc2ccc(=O)oc2c(O[C@@H]2O[C@H](CO)[C@@H](O)[C@H](O)[C@H]2O)c1O,x,u,x,-1%,1%,5,854,-12%,x,x
CN(C)C(=S)NCc1ccccc1,-1.2%,17%,-8%,-3%,4%,x,x,-5%,-3.3%,-1%
O=C(NC1(C(F)(F)F)NC(=O)N(Cc2cccnc2)C1=O)c1cccs1 (stereo not drawn),2.2%,14%,3%,3%,4%,0,744,-3%,-4.3%,-2%
COc1ccc(NC(=O)c2cnn3c(C(F)(F)F)cc(-c4ccco4)nc23)cc1OC,1.6%,-7%,-7%,16%,12%,x,x,-4%,-3.3%,-12%
N=c1n(CCCOc2ccccc2Cl)c2ccccc2n1CC(N)=O,x,-13%,4%,-32%,-2%,3,681,-5%,x,7%
COCCCNc1oc(/C=C/c2ccccc2)nc1C#N,x,43%,x,-70%,5%,9,837,-83%,x,x
CC(C)n1c(O)c(/C=C2\C=Nc3ccccc32)sc1=Nc1ccccc1,2.6%,5%,5%,-3%,-2%,x,x,10%,-0.4%,-8%
CCOc1ccc(NC(=O)CSc2nnc(-c3ccccn3)n2N)cc1,-1.3%,-1%,1%,2%,-7%,x,x,-7%,-2.5%,28%
CCOc1cc2[nH]c(=O)n(CC3CCC(C(=O)NCCCOC)CC3)c(=O)c2cc1OCC (stereo not drawn),-1.3%,5%,-4%,4%,2%,x,x,-8%,-3.8%,6%

# Screening data (PubChem BioAssay)
